# sPLA2-III inh – Blocks human group III sPLA2 activity; Q9NZ20; QFRET BODIPY PC-A2 liposome hydrolysis, fluorescence; inhibition, % at 12.2 µM; hit rate 0.56% among 370,000;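 active means inhibition above mean plus 3 SD of compounds lying within the high and low control bounds, cut at about 19% in these data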;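 further: 0% = median of test compound wells and 100% = no enzyme DMSO wells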
# Target sequence (Q9NZ20 whole entry, looked up): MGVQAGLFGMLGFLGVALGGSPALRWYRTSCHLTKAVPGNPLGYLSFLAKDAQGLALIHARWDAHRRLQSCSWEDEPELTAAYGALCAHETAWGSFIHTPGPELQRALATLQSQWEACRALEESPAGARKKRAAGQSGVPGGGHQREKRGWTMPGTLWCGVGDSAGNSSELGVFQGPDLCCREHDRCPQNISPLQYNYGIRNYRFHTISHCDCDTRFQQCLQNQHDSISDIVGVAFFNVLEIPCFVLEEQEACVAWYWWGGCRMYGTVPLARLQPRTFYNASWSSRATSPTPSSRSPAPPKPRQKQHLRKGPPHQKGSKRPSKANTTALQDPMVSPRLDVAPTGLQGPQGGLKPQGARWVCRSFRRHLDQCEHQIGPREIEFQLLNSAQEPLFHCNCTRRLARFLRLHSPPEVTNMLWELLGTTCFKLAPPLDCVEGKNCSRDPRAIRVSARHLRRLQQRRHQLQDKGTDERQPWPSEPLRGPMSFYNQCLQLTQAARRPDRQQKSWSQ
# ssDAF-12 act – S. stercoralis DAF-12 activation, primary screen. HEK293 ssDAF-12/GRIP1 lit1-tk-luc reporter, luminescence; % of 3 µM dafachronic acid response. activation, % at 6.8 µM. hit rate 1% among 370,000;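 active means activation above the mean over all tested compounds plus 3 SD, cut at about 0.9% in these data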;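 further: 0% = DMSO-only wells and 100% = 3 µM delta7-dafachronic acid wells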
# hgDAF-12 ag – activates the H. glycines DAF-12 receptor ligand-binding domain; activation, % at 6.8 µM; hit rate 1.8% among 370,000; HEK293 GAL4-hgDAF12 UAS-luciferase reporter, agonist luminescence; normalized to butyrate control;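 active means activation above a cutoff set at the mean of all screened compounds plus 3 SD, cut at about 10% in these data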;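 further: 0% = DMSO wells and 100% = sodium butyrate wells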
# DAX1 inh-1 – blocks DAX1 repression of SF-1 activated StAR promoter | inhibition, % at 6.8 µM | hit rate 1.1% among 370,000 | AID 652010 | HEK293T StAR-luciferase reporter, SF-1/DAX-1 repression relief;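 active means inhibition above the mean over all tested compounds plus 3 SD, cut at about 3.6% in these data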;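 further: 0% = DAX-1 cells with DMSO and 100% = cells lacking DAX-1 with DMSO; higher inhibition means more luminescence from relief of DAX-1 repression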
# PG9 binder – PG9 antibody binding by small molecule | TR-FRET gp120-PG9 antibody binding | inhibition, % at 6.7 µM | hit rate 0.43% among 360,000; in the data active means inhibition above about 8.5%
# DAX1 inh-2 – inhibits human nuclear receptor DAX1. P51843. HEK293 Gal4-DAX1 luciferase reporter, luminescence. inhibition, % at 6.75 µM. hit rate 0.99% among 340,000. AID 504766;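 active means inhibition above the mean over all tested compounds plus 3 SD, cut at about 4.2% in these data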;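 further: 0% = DAX1-transfected cells with DMSO and 100% = empty-vector control cells with DMSO; inhibition shows as a rise in luminescence from relieved DAX1 repression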
# PLCb3 inh – PLC-beta3 (human) inhibition, primary screen. inhibition, % at 12.2 µM. Q01970. hit rate 0.18% among 370,000. Purified PLC-beta3, fluorogenic substrate, fluorescence; in the data active means inhibition above about 11%;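 further: 0% = median of compound wells on plate and 100% = full blocker control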
# NR1D1 modulator – modulators of human Rev-erb alpha DNA binding; P20393; Rev-erbα–FITC-DNA binding, fluorescence polarization, 90 min; activity, % at 10 µM; hit rate 0.79% among 370,000;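 active means activity above about 14%, limit read from the data; passing the limit was not always enough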;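 further: 0% = DMSO wells with 35 nM protein and 100% = DMSO wells with 750 nM protein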
# Target sequence (P20393 whole entry, looked up): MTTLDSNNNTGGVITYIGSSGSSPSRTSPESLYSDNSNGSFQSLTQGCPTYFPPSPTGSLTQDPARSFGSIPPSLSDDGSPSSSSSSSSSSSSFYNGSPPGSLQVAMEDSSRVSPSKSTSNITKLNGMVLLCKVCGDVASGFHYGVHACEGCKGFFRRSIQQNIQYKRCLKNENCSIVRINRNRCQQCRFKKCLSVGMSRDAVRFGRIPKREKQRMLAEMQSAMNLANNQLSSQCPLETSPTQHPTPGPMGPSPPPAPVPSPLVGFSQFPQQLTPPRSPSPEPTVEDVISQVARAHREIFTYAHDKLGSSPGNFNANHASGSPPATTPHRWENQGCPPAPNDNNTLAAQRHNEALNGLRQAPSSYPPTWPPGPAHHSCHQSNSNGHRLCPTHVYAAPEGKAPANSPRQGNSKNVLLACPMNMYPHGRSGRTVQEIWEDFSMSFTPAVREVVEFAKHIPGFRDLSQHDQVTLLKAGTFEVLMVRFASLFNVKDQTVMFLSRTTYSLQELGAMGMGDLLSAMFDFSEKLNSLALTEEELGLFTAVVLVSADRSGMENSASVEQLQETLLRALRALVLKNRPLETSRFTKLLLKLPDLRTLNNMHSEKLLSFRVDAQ
# SMARCA2 activ – increases SMARCA2 function in MMTV reporter cells; activation, % at 9.1 µM; AID 652017; MG213 cells, MMTV-luciferase reporter, dexamethasone, overnight; hit rate 1% among 370,000; in the data active means activation above about 7.8%;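 further: 0% = vehicle wells and 100% = reference activator wells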
# hcDAF-12 act – activates DAF-12 receptor from parasite H. contortus; HEK293 hcDAF-12 lit1-tk-luc reporter, luminescence; 0% DMSO, 100% Δ7-dafachronic acid; activation, % at 6.8 µM; hit rate 1.4% among 370,000; AID 652067;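 active means activation above the mean of all tested compounds plus 3 SD, cut at about 5.5% in these data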;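 further: 100% = response to 3 µM Δ7-dafachronic acid high control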
# GAA850 FXN act – increases GAA850 frataxin promoter reporter activity; HEK293 lucGAA850 FXN promoter luciferase reporter, 24 h; percent of 10 µM SAHA response; activation, % at 6 µM; hit rate 0.56% among 360,000; AID 540364;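 active means activation above the average of all compounds screened plus 3 SD, cutoff fixed separately per campaign, cut at about 7.5% in these data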;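 further: 0% = DMSO wells and 100% = 10 µM SAHA wells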
# Active calls of the source: *; · = no result given.
SMILES,sPLA2-III inh,ssDAF-12 act,hgDAF-12 ag,DAX1 inh-1,PG9 binder,DAX1 inh-2,PLCb3 inh,NR1D1 modulator,SMARCA2 activ,hcDAF-12 act,GAA850 FXN act
O=Cc1c(NCc2ccccc2)c2ccccc2[nH]c1=O,-2,-0.5,-1.4,-0.1,-0.6,0.6,-1,0,2,-0.1,1.4
CCCNC(=O)COC(=O)/C=C/c1cccc(F)c1,-3,-0.4,-0.9,-0.1,-2.5,0.0,3,0,2,-1.0,2.5
CC(=O)c1ccccc1NC(=O)COC(=O)/C=C/c1cccs1,13,-1.3,-1.6,0.2,-0.9,1.0,-11,-4,0,-0.2,3.3
O=C(Nc1ccc(F)cc1)C(c1cc2ccccc2o1)N1CCN(c2ccncc2)CC1 (configuration not stated),-36,-0.5,-1.3,-0.8,-0.4,·,1,-4,4,0.1,·
Cc1cccc(S(=O)(=O)NC(=O)C2(C)CCN2C(=O)C2(c3ccc(Cl)cc3)CC2)c1 (configuration not stated),-2,-0.8,0.3,-1.7,-0.3,·,-2,0,1,-3.1,1.5
COc1cccc(C(=O)CN(C(=O)c2ccc(Cl)cc2Cl)N2C(=O)c3ccccc3C2=O)c1,7,-1.1,-3.7,-0.3,-2.7,1.1,-1,-1,-3,-1.0,-3.0
Cc1nc2ccccc2nc(C)c1=NOCc1ccc(Cl)cc1Cl,7,-0.2,3.0,1.0,0.6,1.8,-10,-1,5,6.0*,3.8
O=C(O)c1cnn2c1NC(c1cccs1)CC2C(F)(F)F (configuration not stated),1,-1.1,-2.8,-0.1,-2.2,1.1,-2,-3,0,-0.7,1.1
Cn1ncc(C#N)c1NC(=O)c1cc(-c2ccccc2Cl)on1,-10,-0.8,-0.3,-0.1,-1.8,-1.7,2,-2,1,-1.0,-2.2
O=C(CN1C(=O)c2ccccc2S1(=O)=O)c1ccc2c(c1)OCCO2,10,-3.4,-15,-2.6,0.4,-9.6,-8,1,-12,-8.4,-13
CCc1ccc(C(=O)COC(=O)CNC(=O)COc2ccccc2)cc1,10,-1.3,-4.2,0.3,-1.6,0.4,-7,3,-1,-1.8,0.0
O=c1[nH]cnc2sc(-c3ccccc3)cc12,3,-0.5,6.2,1.4,0.0,2.1,1,3,7,2.7,4.6

# Three entries out of the list above, arranged by their value in PG9 binder, falling:
SMILES,sPLA2-III inh,ssDAF-12 act,DAX1 inh-1,PG9 binder,DAX1 inh-2,PLCb3 inh,NR1D1 modulator,SMARCA2 activ,hcDAF-12 act
Cc1nc2ccccc2nc(C)c1=NOCc1ccc(Cl)cc1Cl,7,-0.2,1.0,0.6,1.8,-10,-1,5,6.0*
O=C(CN1C(=O)c2ccccc2S1(=O)=O)c1ccc2c(c1)OCCO2,10,-3.4,-2.6,0.4,-9.6,-8,1,-12,-8.4
O=Cc1c(NCc2ccccc2)c2ccccc2[nH]c1=O,-2,-0.5,-0.1,-0.6,0.6,-1,0,2,-0.1

# (listing goes on)
SMILES,sPLA2-III inh,ssDAF-12 act,hgDAF-12 ag,DAX1 inh-1,PG9 binder,DAX1 inh-2,PLCb3 inh,NR1D1 modulator,SMARCA2 activ,hcDAF-12 act,GAA850 FXN act
O=C(NC(=S)Nc1ccc2[nH]c(=O)[nH]c2c1)c1ccccc1F,10,0.1,2.7,-0.5,0.9,0.0,0,9,-4,-1.3,5.7
CC(C)N1C(=O)CCC1C(=O)NCc1cccs1 (configuration not stated),5,-1.3,0.4,-0.3,-0.4,0.8,3,-4,-3,0.4,-0.3
COC(=O)c1ccc(C)c(NC(=O)CCc2cc(OC)c(OC)c(OC)c2)c1,-1,-1.5,-1.7,-0.3,0.1,1.0,2,-4,4,-1.0,3.2
CCN(CC)c1ccc(C(=O)NNC(=O)CNC(=O)c2ccco2)cc1,7,-1.0,4.0,-2.0,-1.6,1.2,-2,-3,0,0.8,-0.6
COc1ccc(CNC(=O)C(C)c2ccc([N+](=O)[O-])cc2)cc1 (configuration not stated),2,-2.1,-0.6,0.2,-0.1,-1.1,1,5,0,0.8,1.6
Cc1ccsc1C(=O)N1CCCC(C)(C(=O)O)C1 (configuration not stated),-6,-1.3,5.3,0.1,-0.5,·,-3,-8,-4,-1.0,1.0
CC(=O)Nc1ccc(NC(=O)COC(=O)c2c(C)nn(-c3ccccc3)c2C)cc1,-3,-1.2,2.8,-1.9,-0.7,0.4,2,-4,-2,-2.4,3.1
COc1cc(OC)c(NC(=O)CCNS(=O)(=O)c2ccc3c(c2)oc(=O)n3C)cc1Cl,3,-1.6,-0.3,0.1,-0.3,1.1,3,-5,4,-0.1,1.3
O=C(O)c1cccc(N2C(=O)c3ccc(Oc4ccc(Cl)cc4)cc3C2=O)c1,-7,-1.8,-2.9,0.9,1.2,4.6*,-7,-7,-3,0.0,0.8
C=CCOc1ccc(/C=C2\SC(N)=NC2=O)cc1OC,4,-1.1,0.2,-0.3,-4.2,1.9,-52,-7,-3,-0.3,1.6
COc1ccc(C(=O)N/N=C(\C)CC(=O)Nc2ccc3c(c2)OCO3)cc1,-3,-0.5,0.9,-0.2,-0.4,1.7,-3,3,-1,2.2,1.9
O=S(=O)(NCc1csc(-c2cccnc2)n1)c1ccc(F)cc1,8,-1.3,-1.0,-1.4,-2.6,0.2,-9,5,-1,-1.9,-2.5
COc1ccc(/C(C#N)=C/c2c(-c3ccc(Cl)cc3)nc3c(C)cccn23)cc1,-2,-1.2,-0.3,0.1,1.1,0.6,6,4,-1,-0.6,-2.0
CC(C)Cn1nc(NC(=O)C2CCCO2)c2cc3ccccc3nc21 (configuration not stated),5,-1.1,-0.4,-0.2,-1.5,0.5,-491,-3,-2,-1.5,1.0
Cc1cc(/C=C2/NC(=O)NC2=O)c(C)n1-c1cccnc1,-10,-1.6,-0.6,0.2,-4.0,0.6,-8,-4,3,-1.1,1.2
Cc1ccccc1N1C(=O)c2ccccc2C1Nc1cccnc1 (configuration not stated),1,-1.7,0.9,-0.5,1.3,0.5,-2,7,-2,0.9,0.2
Cc1ccc(NC(=O)CCC(=O)c2ccc(Br)cc2)cc1,-6,-1.0,-1.1,-0.1,0.8,0.5,-4,10,-1,0.1,3.3
CC1CC(C)CN(C(=O)c2ccc(Br)c(S(=O)(=O)N3CCOCC3)c2)C1 (configuration not stated),14,-1.2,-1.3,-0.3,-1.2,0.7,-6,8,-2,1.5,2.0
COc1cc(/C=N/N=C2/C(=O)Nc3ccccc32)ccc1O,8,0.7,8.0,-0.7,-14,-0.3,4,-6,-1,5.6,3.0
Cc1ccccc1NC(=O)CN(C)S(=O)(=O)c1cccs1,1,-1.1,-0.2,0.0,1.0,-0.5,-5,3,-2,-1.4,0.5
O=C(/C=C/c1ccco1)N/C(=C\c1ccco1)C(=O)NCCc1nc2ccccc2[nH]1,0,-1.4,0.9,-0.6,-0.1,0.6,-20,-2,-3,-0.8,1.3
COc1cc(C=O)c(Br)cc1OCC(=O)NCc1ccccc1,7,-1.2,-2.7,-0.2,1.2,-1.2,-3,5,0,0.0,2.7
COc1ccc(C(=O)NCC(=O)N/N=C/c2cccc(OC(=O)c3ccco3)c2)cc1OC,3,-1.4,-2.6,0.0,-2.2,3.4,-7,-5,-1,0.2,1.1
CCOC(=O)c1csc(-c2sccc2Br)n1,4,0.9*,16*,2.9,7.7,3.1,1,-2,5,7.0*,5.5
CC(C)OC(=O)CC12CN(C)CC(CC(=O)OC(C)C)(CN(C)C1)C2=O,6,-0.5,1.9,-0.2,0.2,1.2,8,-4,3,0.6,2.3
CNC(=O)c1[nH]cnc1C(=O)NCC(=O)OCc1ccccc1,-1,-1.6,-1.2,0.5,0.2,2.4,0,-4,2,0.6,-0.1
CO/N=C/c1cn(-c2ccc(Cl)cc2)nn1,-5,-1.1,0.2,-0.2,-3.6,-0.3,4,-3,0,-2.5,2.1
Cc1ccccc1OC(C)C(=O)Nc1cccnc1 (configuration not stated),2,-1.1,1.8,0.4,-1.1,0.9,-8,-5,-1,-0.8,1.1
Cc1ccc(NC(=S)N/N=C/c2c(Cl)cccc2Cl)c(C)c1,-4,-0.2,-0.4,-0.6,-1.5,0.1,2,-2,0,-0.4,3.0
CC(=O)Nc1ccc(-c2nn[nH]n2)cc1Cl,5,-0.4,1.7,-0.1,0.5,1.2,5,2,-3,0.1,-2.5
O=C(NNC(=O)c1ccc(NC(=O)c2ccccc2)cc1)c1ccc(F)cc1,2,-1.1,-1.6,-1.5,0.4,-0.7,0,2,-1,0.8,0.9
C[C@H]1Cn2nncc2Cn2c3ccccc3c(=O)n21,2,-0.2,-2.4,-1.0,·,·,-33,-4,0,-1.8,·
C[C@H](CO)N1C[C@H](C)[C@@H](CN(C)S(=O)(=O)c2cccs2)Oc2c(NS(=O)(=O)c3ccc(F)cc3)cccc2C1=O,-18,-1.5,-2.7,-0.6,2.1,-0.2,1,1,-3,-0.5,-3.1
CC(=O)Nc1cc2c(cc1NC(=O)Cn1nc(-c3ccccc3F)ccc1=O)OCCO2,1,-1.5,-2.3,-0.9,2.7,0.5,4,-4,-2,-2.9,-1.9
CN(C)c1ccc(C=C2C(=O)OC(C)(C(C)(C)C)OC2=O)cc1 (configuration not stated),3,-0.9,0.2,0.1,1.3,0.6,4,3,0,-1.5,1.4
COc1cccc(CNC(=O)c2ccc(S(=O)(=O)N3CCCC3)cc2)c1,1,-1.0,-1.3,-0.1,-0.3,-1.4,5,0,-2,-0.2,-0.3
COc1cc(-n2c(C)nc3ncn(-c4ccccc4)c3c2=O)cc(OC)c1OC,3,-0.8,0.2,-0.5,0.4,0.7,0,0,1,-0.9,-1.6
Cc1cc(C)n2nc(SCC#N)nc2n1,-3,-1.4,8.2,-1.1,-0.1,0.9,6,4,-1,-0.2,1.3
CCN(CC(=O)Nc1c(F)cccc1F)C(=O)CN(C)S(=O)(=O)c1ccc(F)cc1,1,-1.1,0.9,0.3,1.6,-0.6,-2,-2,-2,-0.2,0.5
COc1ccc(CCNC(=O)Cn2c(=O)n(-c3cc(F)ccc3F)c(=O)c3sccc32)cc1OC,-2,-1.0,-0.2,-1.2,-0.9,0.0,-2,-2,-4,-2.8,-3.6
CC(=O)C1=CCN(C)CC1,0,-1.5,2.8,-0.2,0.4,·,1,3,-5,-0.4,·
CCN1C(=O)N[C@@H](c2cccc(F)c2)C(C(C)=O)=C1C,5,-1.4,1.4,0.4,1.2,0.9,1,4,-2,-1.6,1.0
CCOC(=O)N1CCN(C(=O)CN(Cc2ccccc2)S(=O)(=O)c2ccc(OC)c(C)c2)CC1,-4,-1.6,-0.4,-1.1,-1.9,0.4,4,2,1,-0.1,3.1
O=C1CCC([N+](=O)[O-])C(c2ccccc2F)N1 (configuration not stated),2,-1.0,1.1,0.3,-1.9,1.6,-3,1,4,4.1,-0.7
O=C1CCN(CCCc2ccccc2)CCN1[C@H](CO)Cc1ccccc1,1,-0.5,0.1,0.3,-2.7,0.1,-1,5,0,-0.5,1.0
Cc1ccccc1N(CC(=O)N1CCN(c2ccccc2)CC1)S(C)(=O)=O,0,-1.1,-0.1,0.3,0.6,-1.0,-1,0,-3,-0.7,2.7
CCCn1nnc(NC(=O)c2ccc(OC)cc2)n1,2,-0.5,4.6,1.2,1.1,1.6,2,-3,3,3.5,1.1
CC1CC2(CC(C)(C(=O)CSc3n[nH]c(-c4ccccc4Cl)n3)OC2=O)C(=O)O1 (configuration not stated),1,-1.3,0.0,0.0,2.1,0.8,2,-3,-8,-2.1,1.1

# Screening data from PubChem.
